# Sm TGR inh – S. mansoni TGR enzyme inhibition | Q962Y6 | purified TGR, DTNB reduction, TNB absorbance 405 nm | Potency, µM (series often up to 114 µM), without a hit: at the highest dose activity change, negative = inhibition, most hits filed as inhibitors | hit rate 3% among 360,000; note: potency is the fitted concentration of half-maximal effect; nearly all actives have a fitted effect of over 60% in size
#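 Kinetic colorimetric format: TGR-catalysed, NADPH-driven DTNB reduction monitored via TNB absorbance. Enzyme dispensed at 20 nM; compound exposure 15 min at room temperature before reaction start.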
# TbPYK inhibitor – T. brucei pyruvate kinase inhibition; Q57TT1; TbPYK enzyme, Kinase-Glo Plus ATP luminescence, 45 min; Potency, µM (titrated, usually from 76.8 µM), inactives show at the top dose activity, negative = inhibition, usual class: inhibitors; hit rate 0.12% among 410,000; AID 624173; note: potency is the fitted concentration of half-maximal effect; nearly all actives have a fitted effect of over 50% in size
#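 Luminescence from Kinase-Glo Plus, added after a 45-minute room-temperature reaction, served as the end-point read-out. The enzyme and substrate were preincubated with compound before ADP (130 uM final) initiated turnover. Concentration-effect curves came from normalized qHTS data.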
# AmpC inh no detg – inhibitors of E. coli AmpC beta-lactamase without detergent | P00811 | Potency, µM (series often up to 57.1 µM), without a hit: top-dose activity change, negative = inhibition, hits mostly inhibitors | hit rate 0.52% among 330,000 | AmpC nitrocefin hydrolysis, absorbance 480 nm, 0.0001% Triton | AID 485341;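 note: potency is the fitted concentration of half-maximal effect; plate controls were no compound for no effect and no enzyme for full effect; nearly all actives have a fitted effect of over 20% in size; some results filed as inactive show a strong effect at the top dose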
# Target sequence (P00811 whole entry, looked up): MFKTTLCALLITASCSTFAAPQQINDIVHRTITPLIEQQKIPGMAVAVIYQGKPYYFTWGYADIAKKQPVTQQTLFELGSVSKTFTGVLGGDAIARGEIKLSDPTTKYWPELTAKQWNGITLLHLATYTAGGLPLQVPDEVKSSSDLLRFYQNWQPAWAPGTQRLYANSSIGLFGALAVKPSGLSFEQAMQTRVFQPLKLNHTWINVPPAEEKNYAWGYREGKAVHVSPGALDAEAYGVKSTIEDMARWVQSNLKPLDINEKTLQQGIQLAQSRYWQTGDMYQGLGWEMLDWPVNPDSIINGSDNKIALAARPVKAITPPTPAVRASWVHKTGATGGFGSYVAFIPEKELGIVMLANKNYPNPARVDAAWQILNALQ
#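 20 mM phosphate pH 7.0 + 0.01% (detergent screen) or 0.0001% Triton X-100; 5.3 nM AmpC reagent; cpd preinc 15 min RT; nitrocefin (800 uM stock) to start; A480 q20 s × 4 min; Activity was normalised to no-enzyme and no-compound control wells.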
# AmpC inh detg – AmpC beta-lactamase inhibition with detergent present. P00811. Potency, µM (series often up to 114 µM), for the others: top-dose activity change, negative = inhibition, actives largely listed as inhibitors. hit rate 0.041% among 370,000. AID 485294. AmpC hydrolysis of nitrocefin, absorbance 480 nm, 0.01% Triton;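 note: potency is the fitted concentration of half-maximal effect; 0% = no-compound wells and -100% = no-enzyme wells; nearly all actives have a fitted effect of over 25% in size; some results filed as inactive show a strong effect at the top dose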
#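 AmpC (5.3 nM in the dispensed reagent) in 20 mM phosphate pH 7.0 with 0.01% (detergent screen) or 0.0001% Triton X-100 was preincubated with compounds for 15 min at room temperature. Nitrocefin was then added from an 800 uM solution, and hydrolysis was followed at 480 nm.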
# LmPK inhibitor – blocks Leishmania mexicana pyruvate kinase activity; purified LmPK, Kinase-Glo ATP luminescence, 1 h; Potency, µM (series often up to 57.5 µM), inactives show top-dose activity change, negative = inhibition, usual class: inhibitors; hit rate 0.37% among 290,000; note: potency is the fitted concentration of half-maximal effect
# Target sequence (Q27686 whole entry, looked up): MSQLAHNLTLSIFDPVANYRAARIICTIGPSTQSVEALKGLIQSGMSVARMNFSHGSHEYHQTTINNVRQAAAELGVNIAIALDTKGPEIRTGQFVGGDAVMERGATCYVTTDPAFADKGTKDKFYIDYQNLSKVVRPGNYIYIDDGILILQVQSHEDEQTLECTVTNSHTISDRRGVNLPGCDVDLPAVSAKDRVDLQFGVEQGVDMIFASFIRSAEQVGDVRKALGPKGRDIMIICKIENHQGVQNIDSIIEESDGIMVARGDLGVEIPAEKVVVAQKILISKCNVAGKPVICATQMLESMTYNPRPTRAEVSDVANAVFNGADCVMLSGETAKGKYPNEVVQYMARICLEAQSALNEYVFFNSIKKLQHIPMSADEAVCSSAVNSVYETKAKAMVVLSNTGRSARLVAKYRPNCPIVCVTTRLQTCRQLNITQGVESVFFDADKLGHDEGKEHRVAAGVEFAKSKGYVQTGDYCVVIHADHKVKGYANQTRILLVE
#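 Purified LmPK (0.1 nM) with 0.5 mM PEP and 0.1 mM ADP in imidazole buffer pH 7.2 with MgCl2/KCl, 1 h at room temperature. ATP formed was read by luciferase luminescence and normalized to no-enzyme and uninhibited controls.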
# HCMV antiviral – inhibitors of human cytomegalovirus | hit rate 4.5% among 410,000 | HFF cells, HCMV-luciferase reporter, 72 h; stronger effect = lower value | activity change, negative = inhibition, % at 57.5 µM; in the data active = activity change below about -60%; inconclusive = no clear call, values can overlap the other calls; inactive = above about -39%
#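 HFF cells seeded 16 h at 37C, treated with compounds, infected with luciferase-reporter HCMV at MOI 1 PFU/cell; luciferase read at 72 h post infection, normalized to buffer-only and Salinomycin controls.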
# AMA1-RON2 inh – inhibitors of Plasmodium falciparum AMA1-RON2 interaction. AlphaScreen AMA1-biotinylated RON2 peptide binding. Potency, µM (titrated, usually from 58.2 µM), inactives show top-dose activity change, negative = inhibition, actives largely listed as inhibitors. hit rate 0.2% among 360,000. AID 720542;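 note: potency is the fitted concentration of half-maximal effect; 0% = vehicle wells and -100% = peptide control; nearly all actives have a fitted effect of over 45% in size; some results filed as inactive show a strong effect at the top dose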
#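 AMA1 (3D7) with his tag at 25 nM final met compounds first, then biotinylated RON2 peptide at 25 nM; detection used donor plus acceptor beads, 10 µg/mL apiece, read by AlphaScreen after 30 min at room temperature.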
# * marks the source's active call; other numbers are inactive results; ? = inconclusive; . = not tested or not shown; [ ] = remark or other dose. Unless noted, calls come from the whole dose curve; as a rule, active = well fitted curve in the direction sought with a large enough effect; inconclusive = small, poorly fitted or top-dose-only effect, or another doubt; inactive = no such curve, though single readings can be large; an effect the other way counts as inactive or inconclusive. Unless noted, % is set by controls: 0 for no effect and ±100 for the full control effect.
1: CC(NC(=O)c1cccc(C(F)(F)F)c1)C(c1ccccc1)N1CCOCC1 (centres undefined)
2: Cc1ccc2c(c1)NC(=O)C(CC(=O)NCCN(CC(C)C)CC(C)C)O2 (centres undefined)
3: COc1ccc(C(CC(=O)NCc2ccccc2)Sc2n[nH]c(-c3ccc(Cl)cc3)n2)cc1 (centres undefined)
4: Cc1sc2ncnc(Oc3ccc(-n4ccnc4)cc3)c2c1C
5: O=C(c1ccc(F)cc1)N1CCC(c2ccccc2)C1 (centres undefined)
6: CCc1ccc(CN(C)C(=O)CCc2nc3ccccc3n(-c3ccc(OC)cc3)c2=O)cc1

assay / compound,1,2,3,4,5,6
Sm TGR inh,-5%,-35%,-10%,0%,3%,3%
TbPYK inhibitor,6%,0%,2%,3%,1%,-1%
AmpC inh no detg,-9%[11.4 µM],-6%,-23%,19%,-9%,148%[activator]
AmpC inh detg,?,-14%,-13%,-11%,-2%,5%
LmPK inhibitor,7%,7%,0%,6%,0%,1%
HCMV antiviral,-62*,0,-8,-1,43,-68*
AMA1-RON2 inh,-5%,6%,-4%,-20%,-12%,-23%

7: Cc1ccc(C(=O)OCC(=O)Nc2ncc(C(F)(F)F)cc2Cl)cc1NC(=O)c1ccco1
8: CCC(C)n1c(O)c(/C=N/N2CCOCC2)c(=O)[nH]c1=S (centres undefined)
9: COc1ccccc1C(=O)NC(=Nc1nc2ccccc2o1)NC(=O)c1ccccc1OC
10: COc1ccc(-c2noc(N3CCC(C(=O)Nc4ccccc4Cl)CC3)n2)cc1
11: Cc1ccc(-c2cc(C(=O)O)c3ccccc3n2)c(C)c1
12: COC(=O)COc1ccc(S(=O)(=O)NCc2cccnc2)cc1

assay / compound,7,8,9,10,11,12
Sm TGR inh,-8%,4%,2%,12%,-1%,0%
TbPYK inhibitor,-1%,-7%,0%,0%,1%,-3%
AmpC inh no detg,-19%,-20%,-30%,-14%,-19%,-17%
AmpC inh detg,-8%,-9%,-7%,?,-3%,-16%
LmPK inhibitor,3%,0%,5%,-1%,-5%,0%
HCMV antiviral,6,55,63,-9,8,-23
AMA1-RON2 inh,0%,22%,-5%,0%,-3%,-10%

13: Cc1ccc2c(c1)C(c1ccccc1)N(C(=O)c1c(F)cccc1Cl)CC(=O)N2 (centres undefined)
14: Cc1cccc(/C=C2/C(=O)/C(=C/c3ccccc3C)C3CCC2N3C)c1 (centres undefined)
15: CCOc1ccc(CC2CCC(=O)NC2=O)cc1 (centres undefined)
16: COc1ccccc1-n1cnc2sc(C)c(C)c2c1=O
17: COCCOC1CCN(Cc2cn(Cc3ccccc3)nc2-c2cc3ccccc3o2)CC1
18: Cc1oc(C(=O)O)cc1CSCc1ccoc1C(=O)O

assay / compound,13,14,15,16,17,18
Sm TGR inh,9%,6%,-1%,7%,1%[57.1 µM],-31%
TbPYK inhibitor,-11%,5%,1%,-2%,4%,4%
AmpC inh no detg,-21%,-15%,-23%,-18%,213%[activator],-22%
AmpC inh detg,8%,3%,-11%,-17%,0%,?
LmPK inhibitor,5%,3%,-3%,6%,-1%,17%
HCMV antiviral,-31,?,-24,-28,2,16
AMA1-RON2 inh,0%,-22%,-2%,5%,-3%,-5%

19: C=CCN(CC=C)CC(=O)Nc1cccc(Oc2cnccn2)c1
20: CCc1nn(-c2ccccc2)c2nc(-c3cccc(OC)c3)c3cc(OC)c(OC)cc3c12
21: COc1cccc(-n2ccnc2SCC(=O)N2CCCc3ccccc32)c1
22: COc1ccc(S(=O)(=O)N2CCC(C(N)=O)(N3CCCCC3)CC2)cc1
23: COc1cccc(NC(=O)c2oc3ccccc3c2NC(=O)c2ccc(C(F)(F)F)cc2)c1
24: CC(=O)c1ccccc1NC(=O)COC(=O)c1cc(C)oc1C

assay / compound,19,20,21,22,23,24
Sm TGR inh,-5%,-7%,-14%,7%,5%,7%
TbPYK inhibitor,0%,4%,-3%,0%,5%,0%
AmpC inh no detg,-12%,.,5%,-8%,.,-12%
AmpC inh detg,1%,3%,?,-15%,10%,2%
LmPK inhibitor,0%,.,0%,3%,.,.
HCMV antiviral,-36,2,-38,14,5,14
AMA1-RON2 inh,18%,.,1%[2.32 µM],-1%,.,-3%

25: CCNC(=O)C1CCCN(c2ncnc3onc(C)c23)C1 (centres undefined)
26: COc1cccc(-c2cc(CNC(=O)[C@H]3O[C@@H](n4cnc5c(N)ncnc54)[C@H](O)[C@@H]3O)no2)c1
27: CC(C)N1CCN(Cc2nc3c(s2)CCCC3)CC1CCO (centres undefined)
28: CCOC(=O)N1CCN(C(=O)CSc2nnc(C3COc4ccccc4O3)o2)CC1 (centres undefined)
29: O=[n+]1c2c(n([O-])c3cc(F)c(N4CCCC4)cc31)CCCC2
30: COc1ccc(CN2C(=O)C(NC(=O)c3ccccc3OC)(C(F)(F)F)N=C2c2ccccc2)cc1 (centres undefined)

assay / compound,25,26,27,28,29,30
Sm TGR inh,12%,.,.,1%,?,9%
TbPYK inhibitor,2%,-7%,-2%,0%,-9%,3%
AmpC inh no detg,.,.,-13%,49%,-15%,.
AmpC inh detg,-1%,.,4%,2%,-8%,0%
LmPK inhibitor,.,.,4%,4%,2%,.
HCMV antiviral,-7,43,-14,10,-3,-28
AMA1-RON2 inh,.,-2%,-12%,-1%,-8%,.

# 4 entries picked at random from those above:
30: COc1ccc(CN2C(=O)C(NC(=O)c3ccccc3OC)(C(F)(F)F)N=C2c2ccccc2)cc1 (centres undefined)
25: CCNC(=O)C1CCCN(c2ncnc3onc(C)c23)C1 (centres undefined)
29: O=[n+]1c2c(n([O-])c3cc(F)c(N4CCCC4)cc31)CCCC2
27: CC(C)N1CCN(Cc2nc3c(s2)CCCC3)CC1CCO (centres undefined)

assay / compound,30,25,29,27
Sm TGR inh,9%,12%,?,.
TbPYK inhibitor,3%,2%,-9%,-2%
AmpC inh no detg,.,.,-15%,-13%
AmpC inh detg,0%,-1%,-8%,4%
LmPK inhibitor,.,.,2%,4%
HCMV antiviral,-28,-7,-3,-14
AMA1-RON2 inh,.,.,-8%,-12%

# Other records
31: O=C(N/N=C/c1cccc(Br)c1)c1ccc(N2CCCC2=O)cc1
32: COCC(C)n1c(SCC(=O)Nc2ccc3c(c2)OCCO3)nc2ccccc2c1=O (centres undefined)
33: CCN(C(=O)c1ccc(Cl)c(S(=O)(=O)Nc2c(C)n(C)n(-c3ccccc3)c2=O)c1)c1ccccc1
34: O=C(Nc1ccc(OC(F)(F)C(F)F)c(NC(=O)c2ccc(F)cc2)c1)c1ccc(F)cc1
35: Cc1cccc(NC(=O)C2CC(=O)OC23CCCCC3)c1 (centres undefined)
36: CC(C)c1ccc(/C=C/C2=NNC(=O)CC2)cc1

assay / compound,31,32,33,34,35,36
Sm TGR inh,-12%,3%,.,.,-5%,4%
TbPYK inhibitor,-5%,9%,8%,-6%,-7%,-27%
AmpC inh no detg,-24%,35%,5%,.,-13%,-3%
AmpC inh detg,-11%,-3%,.,.,-9%,7%
LmPK inhibitor,-11%,.,.,.,0%,-5%
HCMV antiviral,?,27,2,45,14,-32
AMA1-RON2 inh,-21%,1%,-3%,11%,-4%,-5%

37: Cc1oc(-c2cccc(Br)c2)nc1CSc1nc2ncccc2[nH]1
38: Cc1ccc(NC(=O)COC(=O)Cc2ccsc2)cc1S(=O)(=O)N1CCOCC1
39: COc1ccc([N+](=O)[O-])cc1NC(=O)Cc1noc2ccc(C)cc12
40: COc1cccc(-n2nnnc2SCC(=O)Nc2ccc(C(C)=O)cc2)c1
41: CC(C)(C)n1ncc2c(=O)n(Cc3cccc(Cn4cnc5c(cnn5C(C)(C)C)c4=O)c3F)cnc21
42: O=C(CCCNC(=O)/C(=C/c1ccc(Br)cc1)NC(=O)c1ccccc1)OCc1ccccc1

assay / compound,37,38,39,40,41,42
Sm TGR inh,-5%,-4%,1%,8%,.,3%
TbPYK inhibitor,-1%,-3%,-2%,-13%,0%,6%
AmpC inh no detg,.,-25%,-8%,-3%,-11%,-2%
AmpC inh detg,-4%,-9%,?,-4%,.,5%
LmPK inhibitor,.,5%,7%,2%,.,6%
HCMV antiviral,?,1,25,-4,-88*,41
AMA1-RON2 inh,.,-3%,-5%,0%,.,7%

# Only LmPK inhibitor, AmpC inh detg and Sm TGR inh (7 entries from above):
cpd | Molecule | LmPK inhibitor | AmpC inh detg | Sm TGR inh
6 | CCc1ccc(CN(C)C(=O)CCc2nc3ccccc3n(-c3ccc(OC)cc3)c2=O)cc1 | 1% | 5% | 3%
14 | Cc1cccc(/C=C2/C(=O)/C(=C/c3ccccc3C)C3CCC2N3C)c1 (centres undefined) | 3% | 3% | 6%
29 | O=[n+]1c2c(n([O-])c3cc(F)c(N4CCCC4)cc31)CCCC2 | 2% | -8% | ?
20 | CCc1nn(-c2ccccc2)c2nc(-c3cccc(OC)c3)c3cc(OC)c(OC)cc3c12 | . | 3% | -7%
32 | COCC(C)n1c(SCC(=O)Nc2ccc3c(c2)OCCO3)nc2ccccc2c1=O (centres undefined) | . | -3% | 3%
30 | COc1ccc(CN2C(=O)C(NC(=O)c3ccccc3OC)(C(F)(F)F)N=C2c2ccccc2)cc1 (centres undefined) | . | 0% | 9%
1 | CC(NC(=O)c1cccc(C(F)(F)F)c1)C(c1ccccc1)N1CCOCC1 (centres undefined) | 7% | ? | -5%

# More structures follow:
43: CCOC(=O)c1ccc(N2C(=O)c3[nH]nc(-c4ccc(C)cc4)c3C2c2ccc(O)cc2)cc1 (centres undefined)
44: CCc1c(C)[nH]c2ccccc2c1=O
45: S=C(Nc1ccc(Br)cc1Cl)N1CCCC1
46: CSc1nc2c(c(=O)[nH]1)C(c1ccc(C(F)(F)F)cc1)CC(=O)N2 (centres undefined)
47: Cc1ccc(NC(=O)C2CCN(c3cnccn3)CC2)cc1
48: COC(=O)Cc1c(O)ccn(Cc2ccc3c(c2)OCO3)c1=O

assay / compound,43,44,45,46,47,48
Sm TGR inh,2%,-1%,5%,-7%,1%,.
TbPYK inhibitor,-2%,8%,1%,-2%,-1%,-2%
AmpC inh no detg,.,-9%,28%,-15%,62%[activator],-5%
AmpC inh detg,-1%,?,6%,?,-6%,-9%
LmPK inhibitor,.,-1%,0%,-4%,-4%,0%
HCMV antiviral,-74*,-1,66,?,20,6
AMA1-RON2 inh,.,0%,8%,1%,-4%,5%

# High-throughput results (PubChem)
